From PubChem BioAssay
14-3-3g Raf: modulators of human 14-3-3 gamma - Raf peptide interaction. FP, 14-3-3gamma / TMR-pS259-Raf peptide binding. actives 0.19% (n = 160,000). P61981. inhibition, % at 40 µM. AID 422; in the data active = inhibition above about 30%;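 note: 0% = protein plus tracer without compound and 100% = blank with tracer alone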
Target sequence (P61981 whole entry, looked up): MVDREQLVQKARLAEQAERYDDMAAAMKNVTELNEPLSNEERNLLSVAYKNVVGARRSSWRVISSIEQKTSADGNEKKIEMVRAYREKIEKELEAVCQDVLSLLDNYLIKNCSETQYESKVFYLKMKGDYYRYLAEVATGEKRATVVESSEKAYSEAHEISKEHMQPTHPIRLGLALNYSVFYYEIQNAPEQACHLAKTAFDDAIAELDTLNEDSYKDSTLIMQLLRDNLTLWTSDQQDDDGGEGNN
Starred values were filed as active, the others as inactive; & = joins results of further samples. These rows are one share of the data, so the mix of outcomes need not match the whole.

14-3-3g Raf | Structure
-4 | O=C(CCS(=O)(=O)c1cc(Br)cc2c1N(C(=O)C1CC1)CC2)N1CCN(c2ccccc2)CC1
-15 | O=C1c2ccccc2C(=O)c2c(F)cccc21
-9 | CSc1cccc(Nc2cc(C(=O)NCc3ccc(F)cc3)c3ccccc3n2)c1
-92 | CC(=O)c1ccc2c(c1)C1C=CCC1C(c1ccccc1Cl)N2 (stereo not drawn)
8 | CS(=O)(=O)N1CCC(C(=O)N2CCc3ccccc3C2)CC1
-15 | CCCc1cc2c(=O)c(-c3ccc4c(c3)OCO4)coc2cc1OC(C)=O
-21 | CC(C)N1CCc2c(sc(NC(=O)c3ccc(S(=O)(=O)N(C)C)cc3)c2C(N)=O)C1
-3 | COc1ccc(-n2c(COc3cccc(C)c3)nnc2SCC(=O)NCc2ccco2)cc1
-19 | CCC(=O)Nc1c2c(nn1-c1cccc(C)c1C)CS(=O)(=O)C2
-1 | CN(C)CCCN1C(=O)C(O)=C(C(=O)c2cccs2)C1c1ccco1 (stereo not drawn)
-166 | N#Cc1ccc(-c2cccnc2)nc1SCC(=O)c1ccc(Br)cc1
-2 | CC(C)(C)NC(=O)C1CCCN1S(=O)(=O)c1cccs1 (stereo not drawn)
-19 | COC(=O)c1c(NC(=O)CCc2ccc(C)o2)sc(C)c1C
-64 | Cc1cccc(Nc2nc(C)[nH]c2[N+](=O)[O-])c1
-5 | CCOCC(=O)N1CCc2ccccc21
-2 | COC(=O)c1ccccc1NC(=O)C1CC(=O)N(c2ccc(OC)cc2)C1 (stereo not drawn)
3 | CCOC(=O)c1ccc(NC(=O)CSc2nc3c([nH]c4ccccc43)c(=O)n2C)cc1
-15 | Cc1ccc(C)c(NC(=O)C(Cc2ccc([N+](=O)[O-])cc2)N2C(=O)c3ccccc3C2=O)c1 (stereo not drawn)
-3 | COc1ccc(NC(=O)CCNS(=O)(=O)c2cccc3nonc23)cc1OC
-2 | CN(C)Cc1ccc(O)c(CCc2ccccc2)n1
-6 | CCCN(CCC)CCNC(=O)CS(=O)Cc1nc(-c2ccc(C)cc2)oc1C (stereo not drawn)
8 | CC(C)NC(=O)C1CCCCC1C(=O)O (stereo not drawn)
-3 | COC(=O)c1ccc(NCCC(=O)O)c([N+](=O)[O-])c1
5 | CN=C(NS(=O)(=O)c1cc(C)ccc1C)c1ccccc1
-5 | CCOC(=O)N1CCN(C(=O)Nc2ccccc2Cl)CC1
-7 | Cc1ccc2oc(-c3cccc(NC(=O)c4cc([N+](=O)[O-])ccc4Cl)c3)nc2c1
-13 | CC1CCCN(S(=O)(=O)c2ccc3c(c2)CCN3C(=O)C2CC2)C1 (stereo not drawn)
-12 | COc1cc(NC(=O)c2cc3c(C)nc4ccccc4c3o2)cc(OC)c1OC
-4 | Cc1ccc(C2=NN(CCC(=O)NCC3CCCO3)C(=O)CC2)cc1 (stereo not drawn)
-6 | CCOc1ccc(N2C(=O)c3cccnc3C2Nc2ccc(F)cc2)cc1 (stereo not drawn)
-25 | CCc1c(C(=O)Nc2cc(C)ccc2OC)[nH]c(C)c1C(C)=O
-3 | COc1cccc(-n2c(=O)c3c(C)c(C(=O)N(C)C)sc3n(CC(=O)OCc3ccccc3)c2=O)c1
8 | O=C(Nc1nc(-c2nc3ccccc3s2)cs1)c1ccc(Oc2ccccc2)cc1
-3 | CC1CCCCN1CCCNC(=O)C1CC(=O)N(C2CCCCC2)C1 (stereo not drawn)
-7 | NS(=O)(=O)c1ccc(Nc2nc(-c3ccc(O)cc3O)cs2)cc1
-2 | O=C(CSc1nnc(CNc2ccc(F)cc2)n1Cc1ccco1)NC1CC1
-18 | Oc1ccc(-c2nc3ccc4ccccc4c3c3c2CCCC3)cc1O
-3 | O=c1cc(C(F)(F)F)nc(Sc2c(-c3ccccc3)c3cc(Cl)ccc3[nH]c2=O)[nH]1
-146 | CC(C)(C)C(=O)C1C(c2ccccc2Cl)C(C#N)(C#N)C2C=Cc3ccccc3N12 (stereo not drawn)
2 | O=C(NCc1ccncc1)c1cc(-c2ccccc2)nc2ccccc12
0 | Cc1cccc2c(N)c3c(nc12)N(C)CC3
-5 | CCN(CC)CCCNC1CCS(=O)(=O)C1 (stereo not drawn)
-5 | O=c1oc2ccccc2c2c1C(c1cccs1)Nc1ccc3ccccc3c1-2 (stereo not drawn)
5 | O=c1oc2ccccc2c(Oc2ccccc2)c1[N+](=O)[O-]
-4 | FC(F)(F)c1nnc2ccc(Cl)nn12
-2 | CCn1c(CNc2ccc(F)cc2)nnc1SCC(=O)OC1CCCCC1
4 | O=C(NCc1ccccc1)c1ccc2c(=O)n(CCC3=CCCCC3)c(=S)[nH]c2c1
-14 | CCCCOc1cccc(C(=O)N(Cc2cccs2)C2CCS(=O)(=O)C2)c1 (stereo not drawn)
-4 | CCOC(=O)c1c(NC(=O)c2ccc(Cl)cc2)sc(C(=O)Nc2ccc3c(c2)OCO3)c1C
-8 | c1ccc(OCc2nn3c(Cn4cnc5ccccc54)nnc3s2)cc1

Three entries out of the list above, sorted by their value in 14-3-3g Raf, falling:
14-3-3g Raf | Structure
4 | O=C(NCc1ccccc1)c1ccc2c(=O)n(CCC3=CCCCC3)c(=S)[nH]c2c1
0 | Cc1cccc2c(N)c3c(nc12)N(C)CC3
-14 | CCCCOc1cccc(C(=O)N(Cc2cccs2)C2CCS(=O)(=O)C2)c1 (stereo not drawn)

Next entries
14-3-3g Raf | Structure
-9 | Cc1ccccc1C(=O)Nc1cccc(NC(=O)c2ccc([N+](=O)[O-])o2)c1
6 | COc1ccc(C(c2nnnn2Cc2ccccc2)N2CCN(C(=O)c3ccco3)CC2)cc1 (stereo not drawn)
8 | O=C(COC(=O)c1ccco1)Nc1ccc2c(c1)OCO2
-13 | COc1ccc(N2C(=O)CCC2(C#N)c2ccc(OC)cc2)cc1 (stereo not drawn)
2 | CCN(CC)S(=O)(=O)c1cc(C(=O)Nc2ccc(C(=O)O)cc2)ccc1C
-8 | CCOC(=O)N1CCC(NC(=O)Cn2ncc3c4ccccc4n(C)c3c2=O)CC1
4 | CC(C)(C)c1ccc(Cn2cnc3scc(-c4ccccc4)c3c2=O)cc1
0 | COc1ccc(C(=O)N2CCN(S(=O)(=O)c3ccc(C(C)C)cc3)CC2)cc1
11 | CCN(CC)c1nc2c(c(=O)[nH]c(=O)n2C)n1Cc1ccccc1
-12 | Cn1c(=O)c2c3c(sc2n2c(SCC(=O)c4ccccc4)nnc12)COC(C)(C)C3
-7 | COc1cc(OC)cc(-c2nc(-c3cccnc3)no2)c1
-2 | Cc1n[nH]c(C)c1S(=O)(=O)N1CCCCCC1
-2 | Cc1c(C(=O)NCCCN2CCOCC2)oc2ccc(S(=O)(=O)N3CCCCC3)cc12
-2 | Cc1ccc2cccc(Oc3ncnc4sc5c(c34)CCCCC5)c2n1
-9 | COc1ccc(C2CC(C(F)(F)F)n3nc(C(=O)N4C(C)CCCC4C)c(Cl)c3N2)cc1 (stereo not drawn)
-5 | CCCn1cnc2sc(C(=O)NCc3ccccc3Cl)c(C)c2c1=O
2 | O=C(O)CCC(=O)N1c2ccccc2NC2=C(C(=O)CC(c3ccc(Cl)cc3)C2)C1c1cccc([N+](=O)[O-])c1 (stereo not drawn)
5 | COC(=O)c1ccc(N=Cc2cccc([N+](=O)[O-])c2O)cc1
2 | O=c1[nH]c2nonc2[nH]c1=O
-5 | COC(=O)Cc1[nH]nc2c1C(C1C=CCCC1)C(C#N)=C(N)O2 (stereo not drawn)
3 | O=C1CSC(c2ccccc2Br)N1c1ccc2ccccc2c1 (stereo not drawn)
-17 | Cc1ccc2sc(-c3ccc(N)cc3)nc2c1
-12 | COc1ccc(NC(=O)c2cccc(N3C(=O)C4C5C=CC(C5)C4C3=O)c2)c(OC)c1 (stereo not drawn)
-9 | CCNC(=O)C(C)Sc1ccc(Cl)cc1 (stereo not drawn)
-2 | CCOC(=O)c1cnc2ccc(OC)cc2c1Nc1ccc(F)cc1

3 entries already listed, sorted by number of heavy atoms, highest first:
14-3-3g Raf | Structure
-12 | Cn1c(=O)c2c3c(sc2n2c(SCC(=O)c4ccccc4)nnc12)COC(C)(C)C3
0 | COc1ccc(C(=O)N2CCN(S(=O)(=O)c3ccc(C(C)C)cc3)CC2)cc1
-5 | CCCn1cnc2sc(C(=O)NCc3ccccc3Cl)c(C)c2c1=O

The list goes on:
14-3-3g Raf | Structure
-2 | CCN1CCN(CCCNC(=O)c2csc3c2CCCCC3)CC1
-8 | CCOc1ccc(S(=O)(=O)NCc2ccccc2)cc1-c1nc2c(C(C)(C)C)nn(C)c2c(=O)[nH]1
-5&-4 | Cc1cccc(CCNC(=O)C2CCCN(S(=O)(=O)c3cccc4nsnc34)C2)c1 (stereo not drawn)
3 | Cc1nn2c(nc1=O)SCC2(O)c1ccccc1 (stereo not drawn)
-12 | O=C(O)C12CC3CC(C1)CC(C(=O)O)(C3)C2
-5 | CCCCn1c(SCC(=O)N(CC)CC)nc2ccsc2c1=O
-18 | CCc1c(C)c(C#N)c2nc3ccccc3n2c1NCc1ccco1
-12 | CCOC(=O)c1c(N)sc(C(=O)Nc2ccccc2C(F)(F)F)c1C
-4 | COc1ccc(C2=NN(C(=O)c3cc(OC)c(OC)c(OC)c3)C(c3ccc(C)cc3)C2)cc1OC (stereo not drawn)
-6 | O=C1C2C3C=CC(C3)C2C(=O)N1c1cccc(-c2nc3ccccc3o2)c1 (stereo not drawn)
-1 | CC(=O)Nc1nc2ccc(C(=O)O)cc2s1
-4 | COCCNC(=O)c1cnn2c(C)c(Cc3ccccc3F)c(C)nc12
2 | Cc1ccc(NC(=O)c2c(C)nn(-c3ccccc3)c2Cl)cc1C
-7 | COc1ccc(C(=O)Nc2nnc(C(C)C)s2)cc1OC
-8 | COc1cc(C2C(C(=O)N3CCOCC3)=C(C)NC3=C2C(=O)CCC3)cc([N+](=O)[O-])c1O (stereo not drawn)
-2 | O=C1C2C3C=CC(C3=C(c3ccccc3)c3ccccc3)C2C(=O)N1c1ccc(O)cc1 (stereo not drawn)
-5 | COc1ccc(-c2csc(N)n2)cc1
-1 | COc1ccc(Cl)cc1NC(=O)C1CCN(S(=O)(=O)c2ccc(F)cc2)CC1
-12 | CCOc1ccccc1Nc1cc(C)nc2ccc(Cl)cc12
-26 | Nc1cc(Cl)ccc1N1CCOCC1
-61 | Cc1cccc(-n2cnc3cc(C(=O)N4CCc5ccccc54)ccc32)c1
-4 | CC(C)c1ccc(NC(=O)CSc2cc(=O)n(C)c3ccccc23)cc1
-6 | Cc1ccc(/C(O)=C2\C(=O)C(=O)N(c3ccc(O)cc3)C2c2cccc([N+](=O)[O-])c2)cc1 (stereo not drawn)
0 | CC(C)C(NC(=O)C12CC3(C)CC(C)(CC(C)(C3)C1)C2)C(=O)O (stereo not drawn)
4 | CC(C)CSc1nc2c(c(=O)n(Cc3ccccc3)c(=O)n2C)n1Cc1ccccc1

By substructure: those above with a cyano group.
14-3-3g Raf | Structure
-166 | N#Cc1ccc(-c2cccnc2)nc1SCC(=O)c1ccc(Br)cc1
-146 | CC(C)(C)C(=O)C1C(c2ccccc2Cl)C(C#N)(C#N)C2C=Cc3ccccc3N12 (stereo not drawn)
-13 | COc1ccc(N2C(=O)CCC2(C#N)c2ccc(OC)cc2)cc1 (stereo not drawn)
-5 | COC(=O)Cc1[nH]nc2c1C(C1C=CCCC1)C(C#N)=C(N)O2 (stereo not drawn)
-18 | CCc1c(C)c(C#N)c2nc3ccccc3n2c1NCc1ccco1

Remaining list, next part.
14-3-3g Raf | Structure
-15 | CCOC(=O)C1=C(C)N=C2SC(C)C(=O)N2C1/C=C/c1ccccc1OC (stereo not drawn)
1 | CCOC(=O)N1CCN(C(=O)c2cc3cc(Br)ccc3oc2=O)CC1
-4 | Cc1ccc(S(=O)(=O)N2CCCC2C(=O)NC2CCCCC2)cc1 (stereo not drawn)
-1 | Cc1cc(C)n(S(=O)(=O)c2cc(C)c(C)cc2C)n1
-8 | c1ccc(C(Nc2ccccn2)(c2ccccc2)c2ccccc2)cc1
-1 | Cc1ccccc1CNc1nc(N)n(-c2ccccc2)n1
4 | Cc1ccc([N+](=O)[O-])cc1-n1c(=O)c2cc3c(=O)n(-c4cc([N+](=O)[O-])ccc4C)c(=O)c3cc2c1=O
-6 | CC(C)c1ccc(NCc2nc(-c3ccccc3)no2)cc1
-4 | CCOc1ccc(N2C(=O)CC(N)C2=O)cc1 (stereo not drawn)
4 | COc1ccc(C2C3=C(CC(C)(C)CC3=O)Nc3[nH]c(=S)[nH]c(=O)c32)cc1OC (stereo not drawn)
-9 | CCOc1ccc(Cn2c(Oc3ccc(F)cc3)nc3c2c(=O)n(C)c(=O)n3C)cc1OCC
1 | CCN(CC(=O)N1CCN(C)CC1)S(=O)(=O)c1ccc(Cl)cc1
-4 | COC(=O)[C@@H](NC(=O)NC(C)CCc1ccccc1)C(C)C (stereo partly drawn)
3 | CCCN=C(N)/C(C(=O)OCC)=C(\O)c1ccc(OC)cc1
4 | COc1cccc(C(=O)NC2CC3CCCC(C2)N3CC(=O)Nc2ccccc2)c1 (stereo not drawn)
0 | O=C(O)c1cccc(NS(=O)(=O)c2cccc(S(=O)(=O)c3ccc(Cl)cc3)c2)c1
-24 | O=C(c1ccc(S(=O)(=O)N2CCCCC2)cc1)N1CCN=C1SCc1cccc(C(F)(F)F)c1
3 | CCc1ccccc1N(CC)C(=O)c1cc2cc3ccc(OC)cc3nc2s1
-8 | O=c1c2[nH]c3ccccc3c2ncn1CCN1CCOCC1
-143 | CCN1CCN(c2cc(Nc3cc(OC)c(OC)c(OC)c3)c3c4c(onc24)-c2ccccc2C3=O)CC1
-2 | Cc1nn(C(C)(C)C)c(OC(=O)c2cccc([N+](=O)[O-])c2C)c1Sc1ccccc1
-1 | CCOC(=O)c1sc(=NC(=O)c2ccc(S(=O)(=O)N3CCCCC3)cc2)n(C)c1C
-4 | COc1ccc(OC)c(C2=NOC(C(=O)NCc3ccccn3)C2)c1 (stereo not drawn)
-7 | O=C(Nc1nnc(-c2ccc3c(c2)OCO3)s1)c1ccc(Cl)cc1
0 | O=C(CSc1nnc2ccccn12)NCc1cccs1
-9 | CCOc1ccc(N=C(NC#N)SC)cc1
2 | CC12CN3CC(C)(CN(C1)C3c1ccc(Cl)cc1Cl)C2=O (stereo not drawn)
